CHT PAM: human CHT allosteric activation; Q9GZV3; AID 488977; 310,000 compounds, 0.49% hits; B-score at 10 µM; CHT-expressing cells, membrane potential dye, choline EC20; hits give high values; LV-AA mutant CHT in HEK293 cells;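 active means initial fluorescence not abnormally high and integrated response B-score, plate-corrected, over 3 SD above library mean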
Target sequence (Q9GZV3 whole entry, looked up): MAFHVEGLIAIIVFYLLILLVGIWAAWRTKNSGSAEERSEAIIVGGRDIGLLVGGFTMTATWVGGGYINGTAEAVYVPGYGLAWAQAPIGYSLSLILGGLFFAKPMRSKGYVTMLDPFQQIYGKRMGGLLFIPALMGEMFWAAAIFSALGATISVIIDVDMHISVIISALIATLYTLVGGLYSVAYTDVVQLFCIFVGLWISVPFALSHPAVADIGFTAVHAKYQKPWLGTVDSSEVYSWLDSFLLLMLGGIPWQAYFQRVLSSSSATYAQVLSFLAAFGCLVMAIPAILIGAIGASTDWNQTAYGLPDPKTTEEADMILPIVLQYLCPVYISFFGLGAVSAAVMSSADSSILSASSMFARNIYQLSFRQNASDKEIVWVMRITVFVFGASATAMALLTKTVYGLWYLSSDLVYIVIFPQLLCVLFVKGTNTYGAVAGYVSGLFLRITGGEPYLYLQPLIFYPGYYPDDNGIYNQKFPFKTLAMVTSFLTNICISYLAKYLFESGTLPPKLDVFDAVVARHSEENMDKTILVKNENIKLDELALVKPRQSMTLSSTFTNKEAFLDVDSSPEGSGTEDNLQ
OX1R antagonist: human HCRTR1 antagonism | inhibition, % at 5 µM | O43613 | 330,000 compounds, 0.43% hits | CHO/OX1R cells, Fluo-8 calcium fluorescence, orexin A;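 active means inhibition above its plate's threshold, mean inhibition of all tested compounds on the plate plus 3 SD, cut at about 37% in these data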;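 further: 0% = orexin A challenge wells and 100% = SB-334867-A antagonist wells; not every result past the cut was called active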
Target sequence (O43613 whole entry, looked up): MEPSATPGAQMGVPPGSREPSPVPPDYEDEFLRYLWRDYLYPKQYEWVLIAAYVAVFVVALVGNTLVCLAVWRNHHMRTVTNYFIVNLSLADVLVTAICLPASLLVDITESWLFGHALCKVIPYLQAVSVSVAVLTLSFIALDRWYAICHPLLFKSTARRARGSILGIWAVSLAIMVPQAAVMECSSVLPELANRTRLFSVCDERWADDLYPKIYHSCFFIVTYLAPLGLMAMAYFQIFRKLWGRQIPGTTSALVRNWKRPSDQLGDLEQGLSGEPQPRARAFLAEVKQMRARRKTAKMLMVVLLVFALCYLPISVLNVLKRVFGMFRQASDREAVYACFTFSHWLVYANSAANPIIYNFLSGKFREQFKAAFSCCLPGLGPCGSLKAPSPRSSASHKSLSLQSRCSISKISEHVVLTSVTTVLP
Numbers without * were called inactive; i = inactive; . = no result given.

SMILES	CHT PAM	OX1R antagonist
COc1ccc(NC2CC(=O)N(CCc3ccccc3)C2=O)cc1 (stereo unspecified)	i	-22
O=C(O)Cc1ccc(NC(=O)C2CCCCC2C(=O)O)cc1 (stereo unspecified)	i	-7
Cn1cc(Br)cc2nc(C(F)(F)F)nc1-2	i	-4
Cc1ccc2ncnc(-c3ccccc3)c2c1	i	-15
CCN(CC)C(=S)NC(=O)c1ccc(F)cc1	i	-7
CCCCCC(=O)N1CC2(CC(c3cccc(NC(=O)COc4ccc(Cl)cc4)c3)=NO2)C[C@@H]1C(N)=O (stereo partly specified)	i	9
CN(C(=O)c1ccc2c(c1)C(=O)N(CCC1=CCCCC1)C2=O)C1CCCCC1	i	-48
Cc1cccc(CN2CCC(C(=O)Nc3ccc(Oc4cccnc4)cc3)CC2)c1	i	-6
Cc1noc(C)c1COC(=O)/C=C/c1ccccc1Cl	i	-23
O=C(O)CCCNC(=O)/C(=C\C=C\c1ccccc1)NC(=O)c1ccccc1Cl	i	-17
CCOC(=O)Cc1csc(NC(=O)c2c(O)c3ccccc3n(CC(C)C)c2=O)n1	i	-31
CC(=O)c1c(C)nc2ccccc2c1N	8.6*	-22
Cc1nc(-c2ccc([N+](=O)[O-])cc2)c(-c2ccccc2)o1	i	-29
CCc1ccc(NC(=O)CSc2ccccn2)cc1	i	-15
COc1cc(/C=N/NC(=O)C(C)n2nnc3ccccc32)ccc1O (stereo unspecified)	i	-12
CCn1c(CNc2ccc(C)cc2)nnc1SCC(N)=O	i	-9
Cn1c(SCC(N)=O)nnc1C1CCN(S(=O)(=O)c2ccccc2C(F)(F)F)CC1	i	-7
CCCc1ccc(-c2cc(C(=O)N3CCN(c4ccccn4)CC3)c3ccccc3n2)cc1	i	-46
CSc1ccc(Cl)c(C(=O)NCCOc2cc(C)ccc2C(C)C)c1	i	46*
CCC(CC)C(=O)N(c1ccc(F)cc1)C1C=CS(=O)(=O)C1 (stereo unspecified)	i	4
COc1ccccc1CNC(=O)CN(c1ccc(C)cc1)S(=O)(=O)c1c(C)noc1C	i	5
CC(C)c1ccc(/C=C/C(=O)O)cc1	i	-5
CCn1c(SCC(=O)Nc2nc3ccc(C)cc3s2)nc2c(c1=O)SC(C)C2 (stereo unspecified)	i	59*
Cc1ccc(NC(=O)CCS(=O)(=O)c2cccc3nonc23)cc1	i	-10
O=C(COc1nncc2ccccc12)Nc1ccc(F)c(F)c1	i	-31
O=C(Nc1ccccn1)c1ccc([N+](=O)[O-])cc1Cl	i	-7
O=C(N/N=C/c1ccc([N+](=O)[O-])o1)c1ccncc1	i	9
CC(OC(=O)CN1C(=O)c2ccccc2C1=O)C(=O)N(C)c1ccccc1 (stereo unspecified)	i	-19
CCN(CC)CCCN(C(=O)c1cccs1)c1nc(-c2ccc(OC)cc2)cs1	6.3*	-17
O=C1CCc2ccccc2N1Cc1ccccc1	i	-10

Part of the list above, field by field:
CC(=O)c1c(C)nc2ccccc2c1N
  CHT PAM: 8.6*
  OX1R antagonist: -22
O=C(COc1nncc2ccccc12)Nc1ccc(F)c(F)c1
  CHT PAM: i
  OX1R antagonist: -31
Cn1cc(Br)cc2nc(C(F)(F)F)nc1-2
  CHT PAM: i
  OX1R antagonist: -4

Next records.
SMILES	CHT PAM	OX1R antagonist
COc1ccc(NC(=O)C2CC(c3c(F)cccc3Cl)=NO2)cc1OC (stereo unspecified)	i	-7
O=C(Nc1ccccc1N1CCN(c2ccccc2)CC1)C1CCCCC1	i	-13
O=C(NC(=S)Nc1ccccc1Cl)C1CC1	i	6
COc1cccc([C@@H]2CC=C(C(=O)O)[C@H](c3ccc(Cl)cc3)N2S(=O)(=O)c2ccc(C)cc2)c1	i	-24
COc1ccccc1CN(CC(=O)NCc1ccco1)C(=O)CNS(=O)(=O)c1ccc(C)cc1	i	-12
CCOC(=O)c1c(C)n(OCc2ccccc2)c2ccc3nonc3c12	i	-42
CSc1nc(C(=O)N2CCCC(N3CCN(c4ccccc4C)CC3)C2)cs1 (stereo unspecified)	i	-41
Cc1c(C(=O)N2CCOCC2)sc(NC(=O)CCl)c1C#N	i	-15
CCOc1ccc(S(=O)(=O)N2CCC(C(=O)N3CCCCCC3)CC2)cc1C	i	-34
Cc1cccnc1CNC(=O)C1CCC(=O)N(CCc2cccc(F)c2)C1 (stereo unspecified)	i	-6
CCCc1n[nH]c(=O)c2c1nnn2Cc1ccccc1F	i	-39
COc1ccccc1C(CNc1ccc(S(=O)(=O)N2CCCC2)cc1[N+](=O)[O-])N(C)C (stereo unspecified)	i	-46
FC(F)(F)Oc1ccc(-c2cn3cccnc3n2)cc1	i	-7
CC(=O)N1CCc2cc(S(=O)(=O)CCC(=O)N3CCN(C(=O)c4ccco4)CC3)ccc21	i	-2
COCCNC(=S)N/N=C(\C)c1ccc(-n2ccnc2)cc1	i	-16
O=C1CN(C(=O)COC(=O)c2c(F)cccc2Cl)c2ccccc2N1	.	-12
NC(=O)c1ccccc1NC(=O)COC(=O)CSCc1cccc(Cl)c1	.	8
COCCn1c(C)cc(C(=O)COc2ncnc3ccc(Br)cc23)c1C	i	-33
Cc1ccc2nc(C)cc(SCC(=O)N/N=C/c3ccco3)c2c1	i	-14
Cn1c(SCc2nc3ccccc3n2CCO)nc2ccccc21	i	-30
CCC(Oc1ccccc1OC)C(=O)Nc1ccc2c(c1)OCO2 (stereo unspecified)	i	-24
COc1cccc(C2CC(=O)Nc3cc(OC)c(OC)cc32)c1 (stereo unspecified)	i	.
CCOC(=O)N1CCC(NC(=O)CN2C(=O)COc3ccc(C(C)(C)C)cc32)CC1	i	-9
CCOC(=O)c1c(S(=O)(=O)NCC(=O)N2CCN(c3ccccc3)CC2)c(C)n(C)c1C	i	-10
CC(C)(C)OC(=O)n1cc(C(=O)c2ccccc2O)cn1	i	5
COC(=O)[C@H]1C[C@@H]1[C@H](NC(=O)c1ccccc1)c1ccccc1	i	-18
O=C(CC1C(=O)NCCN1Cc1cccc(F)c1F)NC1CCCCCC1 (stereo unspecified)	i	-5
O=C(Cc1c(Cl)cccc1Cl)Nc1ccncc1	i	.
COc1ccc(C2NC(=O)c3sc4nc(C)c(C(C)=O)c(-c5ccc(Cl)cc5)c4c3N2)cc1 (stereo unspecified)	i	-33
CC(C)=CCC/C(C)=C/CNC(=O)CC1C[C@H](C(=O)N(C(C)C)C(C)C)[C@@]2(C)c3[nH]c4ccccc4c3CCN2C1=O (stereo partly specified)	.	-28

(next part)
SMILES	CHT PAM	OX1R antagonist
CCOC(=O)CNC(=S)N(Cc1ccccc1)Cc1cccnc1	i	-5
COC(=O)c1ccccc1NC(=O)NC1CCN(Cc2ccccc2)CC1	i	-15
O=C(NNc1ccc(F)cc1F)C1CCC1	i	0
Cc1ccc(C(=O)O)cc1NCc1ccncc1	i	-1
CN(c1ccccc1)S(=O)(=O)c1ccc2c(c1)oc(=O)n2C	i	-17
CCCCNC1CCS(=O)(=O)C1 (stereo unspecified)	i	-2
CCOC(=O)c1cccc(NC(=O)c2cccs2)c1	i	-13
Cc1nnc(SCCC(=O)Nc2ccccc2Cl)o1	i	-7
COC(=O)C(NNc1ccccc1)(NC(=O)c1ccc(F)cc1)C(F)(F)F (stereo unspecified)	i	-10
O=C(NCc1ccc(Cl)cc1)c1cnccn1	i	-10
CCN(CC)CCn1c2ccccc2c2nc(C)sc21	i	-23
COc1ccc(-c2ccnc(SCC(=O)c3ccc(Cl)cc3)n2)cc1	i	-27
CCOc1ccc(NC(=O)CC2NCCNC2=O)cc1 (stereo unspecified)	i	13
COc1ccc2c(c1)c1ncn(CCCN3CCOCC3)c(=O)c1n2C	i	13
Cn1cc(CCC(=O)NCc2cccc(Cl)c2)c2ccccc21	i	-25
Cc1ccc(NC(=O)COC(=O)c2ccco2)cc1C	.	-1
O=C(N/N=C/c1ccco1)C1CC1c1ccccc1 (stereo unspecified)	i	-13
COc1cc(CNc2ccc3[nH]c(=O)[nH]c3c2)ccc1OCc1ccccc1C	i	-25
N#Cc1cc(S(=O)(=O)c2ccc(F)cc2)c(N)[nH]c1=O	i	-6
COc1cc2c(cc1OC)CN(C(=O)c1ccc(S(=O)(=O)N3CCCCC3)cc1)CC2	i	-9
CC(C)(C)c1ccc(C(=O)NCc2nnc(SCC(=O)NCc3ccco3)o2)cc1	i	-6
CN(C)CCCNC(CC(=O)Nc1cccc([N+](=O)[O-])c1)C(=O)O (stereo unspecified)	i	-15
N#CC1=C(N)NC(SCC(=O)Nc2ccccc2)=C(C#N)C12CCCC2	i	3
Cc1ccc(N/N=C2/CCCNC2=O)cc1	i	-5
CC1(C)CC(=O)C=C(Nc2ccc(Cl)cc2)C1	i	-23
O=[N+]([O-])c1cc(C(F)(F)F)ccc1NCCc1c[nH]c2ccccc12	i	-38
COC(=O)c1c(NC(=O)COC(=O)c2ccc(C)s2)sc2c1CCCCC2	i	-14
COc1ccc(CC(=O)n2nc(-c3cccnc3)nc2N)cc1	i	-8
COC(=O)c1ccc2c(=O)n(CCCCCC(=O)N3CCN(c4ccccc4)CC3)c(=O)[nH]c2c1	i	-16
COc1ccc(CCNc2oc(COc3ccc(Br)cc3)nc2C#N)cc1OC	i	5

OX1R antagonist, entries above that show a hit
canonical_smiles	OX1R antagonist
CSc1ccc(Cl)c(C(=O)NCCOc2cc(C)ccc2C(C)C)c1	46*
CCn1c(SCC(=O)Nc2nc3ccc(C)cc3s2)nc2c(c1=O)SC(C)C2 (stereo unspecified)	59*

(list continues)
SMILES	CHT PAM	OX1R antagonist
CN(C(=O)CN1C(=O)S/C(=C\c2ccc(Cl)cc2)C1=O)C1CCS(=O)(=O)C1 (stereo unspecified)	i	-7
O=C(O)c1ccc(S(=O)(=O)NC2CCCc3ccccc32)cc1 (stereo unspecified)	i	1
Cc1nc(-c2ccc(NC(=O)C3CC3)cc2)cs1	i	-8
COc1ccc(C(=O)Nc2ccc(Cl)cc2C(=O)N2CCCC(C)C2)cc1 (stereo unspecified)	i	-37
Cc1ccc2nc(COc3ccc(N(C)S(=O)(=O)c4ccccc4)cc3)cc(=O)n2c1	i	-22
Cc1cccc(N)c1-c1c(C)cccc1N	i	-7
CCC(C)[C@H](NC(=O)C1(c2ccccc2)CCN(C(=O)OC(C)(C)C)CC1)C(=O)N[C@@H](C(=O)O)c1ccccc1 (stereo partly specified)	i	9
COc1ccc(NC(=O)CSc2nc3ccccc3c(=O)[nH]2)cc1S(N)(=O)=O	.	0
CCOC(=O)c1ccc(NC(=O)CN2C(=O)C(CC)SC(CC)C2=O)cc1 (stereo unspecified)	i	-19
CC1=C(C)CC(C(=O)N2CCN(C/C=C/c3ccccc3)CC2)C(C(=O)O)C1 (stereo unspecified)	i	-5
CC(C)CC(=O)N1CCC(O)(CS(=O)(=O)Cc2ccc(Cl)cc2)CC1	i	2
COC(=O)c1c(NC(=O)CCN2CCOCC2)sc2c1CCCC2	i	-15
OC1(Cc2ccccc2)CCNCC1	i	0
COc1ccc(NC(=O)C2CCCN(S(=O)(=O)c3c(C)n[nH]c3C)C2)c(OC)c1 (stereo unspecified)	i	-18
CCOC(=O)CCNC(=O)N1CCCC(N(C)CCc2ccc(OC)c(OC)c2)C1 (stereo unspecified)	i	-7
CC1CCCC2(C1)NC(=S)c1c(sc3c1CCCC3)N2 (stereo unspecified)	i	-8
Cc1cccc(NC(=S)N2CCN(C(=O)c3ccco3)CC2)c1C	i	-23
O=C(NNC(=O)c1cccnc1)Nc1ccc(Cl)c(Cl)c1	i	-22
CC(C)(C)n1cc(S(=O)(=O)c2ccccc2)[nH]c1=O	i	-9
O=C(NCc1ccncc1)c1cccc(F)c1	i	-8
CSc1n[nH]c(/N=C/c2oc(O)c3ccccc23)n1	i	-9
CC1CCN(C(=O)C2CCN(S(=O)(=O)c3cccc4cccnc34)CC2)CC1	i	-24
Cn1ccsc1=NC(=O)c1ccccc1OC(F)F	i	-6
C=CCn1cnc2scc(-c3ccc(C)c(C)c3)c2c1=O	i	-28
Cc1ccc(N2C(=O)CC(Sc3ncn[nH]3)C2=O)cc1 (stereo unspecified)	i	-25
C/C(=N\NC(=O)Cn1nc(C)c(Br)c1C)c1cccs1	i	-4
CC(C)N(Cc1ccccc1)C(=O)COC(=O)C1CCN(S(=O)(=O)c2ccc3c(c2)OCCO3)CC1	i	-28
CCOC(=O)c1cc(-c2nnc(-c3cc(OC)c(OC)c(OC)c3)o2)c(C)nc1C	i	-17
O=C(NC(=S)NCc1ccc2c(c1)OCO2)c1ccccc1	i	-1
Cc1cc(C)c2c(N)c(-c3nc4ccccc4[nH]3)sc2n1	i	-25
Cc1ccc(NC(=O)COC(=O)c2ccc3c(=O)n4c(nc3c2)CCC4)c(Br)c1	.	-16
O=C(O)c1ccc(COc2ccc(/C=N/NC(=O)c3cccs3)cc2)cc1	i	-11
COc1ccc(CC(=O)Nc2ccc(S(=O)(=O)Nc3ncccn3)cc2)cc1OC	i	-9

An excerpt from above in order of their number in OX1R antagonist, smallest number first:
| Structure | OX1R antagonist |
| --- | --- |
| Cc1nc(-c2ccc(NC(=O)C3CC3)cc2)cs1 | -8 |
| Cc1cccc(N)c1-c1c(C)cccc1N | -7 |
| CCC(C)[C@H](NC(=O)C1(c2ccccc2)CCN(C(=O)OC(C)(C)C)CC1)C(=O)N[C@@H](C(=O)O)c1ccccc1 (stereo partly specified) | 9 |

Compound activity as filed in PubChem.
